S100A4 inh HTS = inhibitors of human S100A4 binding to myosin IIA peptide. hit rate 0.14% among 360,000. S100A4/TAMRA-MyoIIA peptide fluorescence polarization. inhibition, % at 10.7 µM. AID 652163;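 active = mean inhibition of at least 70% across replicates, with every replicate also reaching that level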
Target sequence (P26447 whole entry, looked up): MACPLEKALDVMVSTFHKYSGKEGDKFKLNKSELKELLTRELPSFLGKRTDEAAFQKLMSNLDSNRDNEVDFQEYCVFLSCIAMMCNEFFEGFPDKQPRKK
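System – human S100A4 monomer protein, biochemical binding assay · Buffer or medium – Calcium-containing HEPES buffer, pH 7.2 · Timing – 5 min between mix addition and reading · Also added – TAMRA-labelled myosin IIA heavy-chain peptide probe, 5 nM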
LGR2 inh = inhibitors of bursicon-induced Drosophila LGR2 receptor cAMP signaling; HEK293 LGR2, CRE-luciferase, bursicon-stimulated, 4 h; inhibition, % at 9.99 µM; hit rate 0.35% among 380,000; AID 720647;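 active = drop in luminescence signal, shown as inhibition above about 50% in the replicate tests, limit read from the data, passing the limit was not always enough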;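 also: agonist challenge used bursicon conditioned medium at about half maximal strength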
PglD inh = inhibitors of Campylobacter jejuni PglD acetyltransferase | purified PglD enzyme, DTNB colorimetric CoA detection | inhibition, % at 12.5 µM | hit rate 0.098% among 360,000 | AID 602405; in the data active = inhibition above about 16%, passing the limit was not always enough; also: strong numbers were not always called active
ERAP1 inh = ERAP1 (human) enzyme inhibition. recombinant ERAP1, Leu-AMC fluorescence, 60 min. inhibition, % at 10.7 µM. Q9NZ08. AID 652197. hit rate 0.15% among 340,000;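 active = mean replicate inhibition of at least 30%, or all replicates individually reaching that 30% level; inactive = mean below 30% and not every replicate reaching it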;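 also: 0% = neutral control wells and 100% = L-leucinethiol positive control wells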
Target sequence (Q9NZ08 whole entry, looked up): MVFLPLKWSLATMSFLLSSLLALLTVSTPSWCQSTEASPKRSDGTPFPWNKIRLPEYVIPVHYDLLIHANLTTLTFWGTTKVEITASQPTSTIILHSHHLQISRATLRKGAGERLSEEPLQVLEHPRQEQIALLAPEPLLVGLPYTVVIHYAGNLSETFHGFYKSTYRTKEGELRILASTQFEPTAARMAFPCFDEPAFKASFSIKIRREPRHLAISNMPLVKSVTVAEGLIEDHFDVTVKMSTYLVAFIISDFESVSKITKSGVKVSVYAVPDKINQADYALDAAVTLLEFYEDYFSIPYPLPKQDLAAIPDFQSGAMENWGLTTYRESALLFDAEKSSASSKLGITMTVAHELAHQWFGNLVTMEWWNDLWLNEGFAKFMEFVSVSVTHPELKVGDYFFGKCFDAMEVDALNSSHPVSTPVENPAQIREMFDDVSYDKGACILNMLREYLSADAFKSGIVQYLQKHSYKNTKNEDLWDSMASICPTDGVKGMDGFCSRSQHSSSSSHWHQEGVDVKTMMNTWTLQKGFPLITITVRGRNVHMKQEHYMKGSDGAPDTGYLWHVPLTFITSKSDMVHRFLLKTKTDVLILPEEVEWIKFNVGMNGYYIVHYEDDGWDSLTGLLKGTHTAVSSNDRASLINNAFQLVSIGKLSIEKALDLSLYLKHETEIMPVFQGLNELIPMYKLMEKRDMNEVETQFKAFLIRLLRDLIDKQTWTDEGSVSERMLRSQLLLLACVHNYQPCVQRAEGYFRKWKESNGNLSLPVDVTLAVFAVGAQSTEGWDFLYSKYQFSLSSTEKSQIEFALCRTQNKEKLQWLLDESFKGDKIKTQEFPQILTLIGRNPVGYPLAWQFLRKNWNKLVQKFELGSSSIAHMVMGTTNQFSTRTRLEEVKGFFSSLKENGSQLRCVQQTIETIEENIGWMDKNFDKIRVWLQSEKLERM
PAX8 reporter = lowers PAX8-driven luciferase in RMG-I cells; AID 652154; RMG-I TPO-luciferase reporter, SteadyGlo, 24 h; inhibition, % at 12.6 µM; hit rate 1.2% among 360,000;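 active = mean replicate inhibition at least 60% with every replicate also reaching 60%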;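 also: luciferase light reporting Pax8 driven TPO promoter activity; plate controls were median of neutral control wells for no effect and mitoxantrone controls for full effect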
PGC1a acetyl inh = modulators of PGC1a acetylation | U2OS PGC1a acetylation, AlphaScreen anti-acetyl-lysine; with virally co-expressed GCN5 acetyltransferase | inhibition, % at 15.6 µM | hit rate 0.17% among 350,000;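 active = every replicate shows inhibition of at least 40%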;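 also: 0% = neutral control wells and 100% = positive control wells; some results beyond the cut were filed as inactive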
EWS-Fli block = inhibitors of EWS/Fli oncoprotein transcriptional activity | A673 NR0B1-luciferase reporter, viability-normalised | inhibition, % at 12.6 µM | hit rate 0.67% among 350,000;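 active = mean inhibition of at least 50% after viability correction, with every replicate also passing that limit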;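 also: firefly luciferase signal divided by Alamar Blue viability fluorescence both relative to DMSO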
FN deposition inh = fibronectin deposition inhibition; AID 743247; hit rate 0.086% among 350,000; AH1F fibroblasts, Alexa488-fibronectin deposition fluorescence, overnight; inhibition, % at 12.6 µM;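 active = mean inhibition across replicates of 30% or more, regardless of how many single replicates reach that level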;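 also: positive control wells lacked labelled fibronectin entirely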
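Test system: AH1F fibroblast monolayer depositing Alexa488-labelled fibronectin into matrix. Input: 10000 cells per well. Technique: fluorescence, ex 485 nm, em 525 nm. Buffer or medium: DMEM plus 2% serum, read in PBS. Timing: 1 h cell adhesion before compound, then overnight fibronectin incubation. Compound: single dose, pinned. Read-out basis: inhibition from reduced deposited-fibronectin fluorescence.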
The depositor's hits bear a star; / = not tested or not shown.

Keys – A = S100A4 inh HTS; B = LGR2 inh; C = PglD inh; D = ERAP1 inh; E = PAX8 reporter; F = PGC1a acetyl inh; G = EWS-Fli block; H = FN deposition inh
CC(=O)N(C)C[C@H]1Oc2ncc(/C=C/c3ccccc3)cc2C(=O)N([C@@H](C)CO)C[C@H]1C
  A: -2	B: 10	C: -1	D: -1	E: /	F: 15	G: -8	H: 1

COc1cc(Cl)c(CN2CCC(CCC(=O)NC3CC3)CC2)cc1OC
  A: 8	B: -9	C: -1	D: -3	E: 33	F: 17	G: -5	H: 2

O=C(C(=O)N1CCN(S(=O)(=O)c2cccc(C(F)(F)F)c2)CC1)c1cccc(C(F)(F)F)c1
  A: 0	B: /	C: /	D: -3	E: 6	F: /	G: 8	H: 11

C[C@@H]1CCCCO[C@@H](CN(C)Cc2ccncc2)[C@H](C)CN([C@@H](C)CO)C(=O)c2cc(NC(=O)Nc3ccc4c(c3)OCO4)ccc2O1
  A: 7	B: 10	C: 0	D: 2	E: -3	F: -7	G: -9	H: /

COc1cccc(CCc2nnc(CCC(=O)NC(C)c3c(C)nn(C)c3C)o2)c1 (stereo unspecified)
  A: 5	B: -3	C: -1	D: -6	E: -1	F: 3	G: 7	H: 6

CN(C)C(=O)C[C@H]1CC[C@@H](NC(=O)NC2CCCCC2)[C@H](CO)O1
  A: 24	B: -22	C: 2	D: 0	E: -13	F: -1	G: 0	H: 9

Cc1ccc(S(=O)(=O)Nc2nc(C)cc(NCCN)n2)cc1
  A: -4	B: -10	C: 0	D: -5	E: /	F: -2	G: 8	H: /

CC1(C)CC(NC(=O)C(=O)NCCc2ccccc2)CC(C)(C)N1
  A: 1	B: 0	C: -7	D: 0	E: 13	F: 16	G: 6	H: -5

C[C@@H]1CCCCO[C@@H](CN(C)Cc2ccc(C(=O)O)cc2)[C@@H](C)CN([C@H](C)CO)C(=O)c2cc(NC(=O)C3CCCCC3)ccc2O1
  A: 11	B: -10	C: 3	D: -3	E: -6	F: 1	G: -7	H: /

C/C(=N\NC(=O)C1(C)CC1(Br)Br)c1ccc(NC(=O)C2CCC2)cc1 (stereo unspecified)
  A: -1	B: 2	C: /	D: 0	E: -22	F: /	G: -18	H: 2

Cc1cccc(-c2ccc([C@H]3[C@H]4CN(C(=O)c5cccnc5)CCCCN4[C@H]3CO)cc2)c1
  A: -19	B: 16	C: 2	D: 1	E: 36	F: -7	G: 3	H: /

C/C=C/c1ccc([C@@H]2[C@@H](CN(C)C(=O)C3CC3)N(C(=O)C3CC3)[C@H]2CO)cc1
  A: -1	B: 8	C: 0	D: -1	E: 1	F: -7	G: 5	H: -5

CNC[C@@H]1Oc2ccc(NC(=O)Nc3ccc4c(c3)OCO4)cc2C(=O)N([C@@H](C)CO)C[C@@H]1C
  A: -4	B: 0	C: 7	D: -4	E: -25	F: -6	G: 7	H: /

O=S1(=O)CC(N2CCN(CCO)CC2)CN1Cc1cn(Cc2cccc(Cl)c2)nn1 (stereo unspecified)
  A: 8	B: 12	C: /	D: /	E: -3	F: /	G: -4	H: -1

COc1ccc2c3c([nH]c2c1)[C@H](CO)N(C(=O)Cc1ccccc1)CC31CN(C(=O)Cc2ccccc2)C1
  A: 4	B: -32	C: /	D: 1	E: 9	F: -1	G: 8	H: /

O=C(COC(=O)CCc1nc2ccccc2c(=O)[nH]1)Nc1ccccc1
  A: 2	B: -2	C: 7	D: -1	E: 12	F: 3	G: 4	H: 10

CON1C(=O)C(=O)N(OC)C(C)(C)C1(C)C
  A: 0	B: /	C: /	D: -1	E: 0	F: /	G: -24	H: -1

CCN1CCN(CCCNC(=O)c2ccc3c(c2)NC(=O)c2ccccc2S3)CC1
  A: -4	B: -8	C: 2	D: /	E: -2	F: 3	G: -1	H: -1

CC(C)(C)OC(=O)N1CCC[C@@H]1C(=O)NCc1ccccc1
  A: 3	B: 7	C: /	D: -6	E: -26	F: /	G: 7	H: 11

CCn1ccnc1CNC(=O)CC1C(=O)NCCN1CCCc1ccccc1 (stereo unspecified)
  A: -1	B: 7	C: 0	D: -2	E: -5	F: 0	G: 0	H: -8

COc1ccccc1C(=O)NNC(=O)c1ccccc1
  A: -3	B: 37	C: 3	D: -1	E: -29	F: -14	G: -42	H: 4

O=C(CCCCC(=O)OCC1CCCO1)OCC1CCCO1 (stereo unspecified)
  A: 16	B: -7	C: -3	D: -1	E: /	F: 10	G: 6	H: 2

C[C@@H]1CCCCO[C@@H](CN(C)C(=O)Nc2ccc(C(F)(F)F)cc2)[C@H](C)CN([C@@H](C)CO)C(=O)c2cc(NS(C)(=O)=O)ccc2O1
  A: -7	B: -11	C: -1	D: -2	E: -9	F: 9	G: 11	H: /

CN(C)c1cc(NC(=O)CNC(C)(C)C)c2ccccc2n1
  A: -4	B: 0	C: 3	D: 0	E: 7	F: -1	G: 1	H: 3

O=C(CC(=O)c1ccccc1)Nc1ccccc1
  A: -2	B: -41	C: -14	D: -1	E: -128	F: 1	G: -77	H: 4

C[C@@H]1CN([C@@H](C)CO)C(=O)Cc2cc(NC(=O)NC3CCCCC3)ccc2O[C@@H]1CN(C)Cc1ccccc1
  A: 7	B: -14	C: 0	D: -1	E: 17	F: /	G: 5	H: /

C[C@H]1CCCCO[C@@H](CN(C)C(=O)C2CCCCC2)[C@@H](C)CN([C@@H](C)CO)C(=O)c2cc(NC(=O)Nc3ccc(C(F)(F)F)cc3)ccc2O1
  A: 2	B: 9	C: -3	D: 0	E: /	F: -6	G: 13	H: /

Cc1ccc(C)c(OCCC(=O)Nc2ccccc2C(=O)NC2CC2)c1
  A: -3	B: /	C: /	D: 2	E: 18	F: 11	G: -1	H: -2

C/C(CC(=O)Nc1ccc(F)cc1)=N\NC(=O)Cc1csc(N)n1
  A: -4	B: 1	C: 9	D: 2	E: 40	F: -8	G: 2	H: 1

CN(C)CCCNc1nc2cc(-c3cnn(C)c3)sc2c(=O)n1C
  A: 8	B: 9	C: 2	D: -2	E: 3	F: 5	G: 4	H: 4

O=C(Nc1cc(Cl)ccc1N1CCOCC1)c1ccc2c(c1)OCCO2
  A: 1	B: 0	C: -1	D: 1	E: -10	F: -4	G: 3	H: 10

Cc1cc(C)cc(NC(=O)Cn2nnc(C(=O)NCc3ccccc3Cl)c2N)c1
  A: -6	B: 15	C: 1	D: 1	E: 15	F: 3	G: 18	H: 0

C[C@@H]1CN([C@H](C)CO)S(=O)(=O)c2ccc(C#C[C@@H](C)O)cc2O[C@@H]1CN(C)C(=O)c1ccccc1
  A: 7	B: 23	C: 2	D: -1	E: /	F: 0	G: -3	H: -2

CC(C)NC(=O)N1[C@H](CO)[C@H]2c3ccccc3NC[C@H]21
  A: 43	B: -3	C: -2	D: -4	E: -8	F: 5	G: 5	H: -3

Cc1ccc(C(=O)OC(C)C(=O)NC2CCCCC2C)cc1S(=O)(=O)N1CCCCC1 (stereo unspecified)
  A: -19	B: 2	C: 0	D: -1	E: 6	F: -1	G: /	H: 1

COc1cccc(CNS(=O)(=O)c2ccccc2Br)c1OC
  A: -1	B: 1	C: 1	D: -1	E: -22	F: /	G: -1	H: -4

Cc1ccc(N2CCN(C(=O)CN3C(=O)c4ccccc4C3=O)CC2)cc1
  A: /	B: /	C: -4	D: /	E: -17	F: -5	G: /	H: -6

COC(=O)C1(CCSC)NC(c2ccc(O)c(OC)c2)C2C(=O)N(c3ccc(C)cc3)C(=O)C21 (stereo unspecified)
  A: -2	B: -5	C: /	D: 1	E: 8	F: 6	G: -5	H: 6

O=C(COC(=O)c1ccc(CSc2ccc(Cl)cc2)cc1)Nc1ccccc1
  A: 3	B: -7	C: 5	D: -3	E: -14	F: 13	G: -7	H: 8

CCC(=O)N1[C@@H]2c3cccc(=O)n3C[C@H]1[C@H](CO)[C@H]2C(=O)NC1Cc2ccccc2C1
  A: 0	B: -11	C: /	D: 0	E: 4	F: -3	G: /	H: -1

CN(C)C(=O)C[C@@H]1C=C[C@@H](NC(=O)NC2CCCC2)[C@@H](CO)O1
  A: -28	B: -9	C: 1	D: -5	E: 5	F: 0	G: -4	H: -11

O=S(=O)(NC1CC1)c1ccc(S(=O)(=O)N2CCC3(CC2)OCCO3)cc1
  A: 4	B: 0	C: /	D: 0	E: 2	F: 6	G: 9	H: -6

C[C@@H]1CN([C@@H](C)CO)C(=O)Cc2cc(NS(=O)(=O)c3cccs3)ccc2O[C@@H]1CN(C)C(=O)Nc1ccccc1
  A: -16	B: 1	C: 1	D: 1	E: -11	F: 2	G: -3	H: /

COc1ccccc1NS(=O)(=O)c1ccc(C(=O)NCC(c2ccccc2OC)N2CCCC2)cc1 (stereo unspecified)
  A: -4	B: -7	C: 3	D: 3	E: -1	F: 1	G: 3	H: 15

O=S(=O)(Nc1ccc(-n2cnnn2)cc1)c1cccs1
  A: -8	B: -3	C: 4	D: 0	E: 9	F: /	G: -3	H: -1

N#Cc1ccccc1S(=O)(=O)N1CCN(C(=O)CN2C(=O)NC3(CCCC3)C2=O)CC1
  A: -4	B: 4	C: -1	D: 0	E: 12	F: /	G: -3	H: 2

CCOC(=O)C1(C)CCCN(C(=O)C(c2ccccc2)c2ccccc2)C1 (stereo unspecified)
  A: 2	B: -2	C: 3	D: 1	E: 8	F: -4	G: -1	H: /

COC(=O)C[C@H]1CC[C@@H]2[C@@H](COc3ccc(NC(=O)Nc4ccc(Cl)cc4)cc3C(=O)N2C)O1
  A: /	B: 26	C: 0	D: /	E: 1	F: -5	G: -26	H: -18

O=C(NCCN1CCOCC1)/C(=C\c1ccc(F)cc1)NC(=O)c1ccccc1
  A: 2	B: 0	C: 5	D: 1	E: 15	F: -2	G: 0	H: -14

Cc1ccccc1-c1nnn(CC(=O)N(C)CC(=O)Nc2ccccc2C(F)(F)F)n1
  A: -1	B: -1	C: -2	D: 1	E: /	F: 9	G: 2	H: 4

CCc1c(C)nc2nc(SCc3ccccc3)[nH]n2c1=O
  A: 6	B: 1	C: -6	D: 0	E: -9	F: 2	G: 1	H: -1

CN1CCC2(CC1)N=C(c1ccc(F)cc1)C(=S)N2C(=O)c1ccc(C(C)(C)C)cc1
  A: 9	B: -3	C: -5	D: 7	E: -1	F: 1	G: 19	H: 7

CSc1ccccc1OCc1cc(C(=O)N(C)Cc2cnccn2)no1
  A: -2	B: -44	C: 3	D: -1	E: -111	F: -8	G: /	H: /

4 compounds from above, sorted by SMILES length, rising.
Keys – A = S100A4 inh HTS; B = LGR2 inh; C = PglD inh; D = ERAP1 inh; E = PAX8 reporter; F = PGC1a acetyl inh; G = EWS-Fli block; H = FN deposition inh
CN(C)CCCNc1nc2cc(-c3cnn(C)c3)sc2c(=O)n1C
  A: 8	B: 9	C: 2	D: -2	E: 3	F: 5	G: 4	H: 4

CCOC(=O)C1(C)CCCN(C(=O)C(c2ccccc2)c2ccccc2)C1 (stereo unspecified)
  A: 2	B: -2	C: 3	D: 1	E: 8	F: -4	G: -1	H: /

Cc1ccccc1-c1nnn(CC(=O)N(C)CC(=O)Nc2ccccc2C(F)(F)F)n1
  A: -1	B: -1	C: -2	D: 1	E: /	F: 9	G: 2	H: 4

C[C@@H]1CN([C@@H](C)CO)C(=O)Cc2cc(NS(=O)(=O)c3cccs3)ccc2O[C@@H]1CN(C)C(=O)Nc1ccccc1
  A: -16	B: 1	C: 1	D: 1	E: -11	F: 2	G: -3	H: /

Some of these compounds in order of their number in PGC1a acetyl inh, largest number first:
compound	S100A4 inh HTS	LGR2 inh	PglD inh	ERAP1 inh	PGC1a acetyl inh
Cc1cc(C)cc(NC(=O)Cn2nnc(C(=O)NCc3ccccc3Cl)c2N)c1	-6	15	1	1	3
CN(C)C(=O)C[C@@H]1C=C[C@@H](NC(=O)NC2CCCC2)[C@@H](CO)O1	-28	-9	1	-5	0
C/C(CC(=O)Nc1ccc(F)cc1)=N\NC(=O)Cc1csc(N)n1	-4	1	9	2	-8

Source: PubChem BioAssay
